# Source: PubChem
# PGK inhibitor: blocks T. brucei phosphoglycerate kinase. P07378. 0.043% of 380,000 active. Potency, µM (series often up to 57.5 µM), for inactives: top-dose activity change, negative = inhibition, actives largely listed as inhibitors. PGK/GAPDH coupled, Kinase-Glo luminescence, 60 min. AID 602233; further: potency means the concentration at half of the fitted maximal effect; on the % scale 0 is the no-effect control and ±100 the full control effect; nearly all actives have a fitted effect of over 60% in size
#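 Luminescent ATP detection (Kinase-Glo Plus) follows a 60-minute room-temperature incubation, with wells lacking PGK as controls. Buffer: 100 mM TEA (pH 7.6), 5 mM MgCl2, 0.01% Tween-20. Coupling enzyme GAPDH (100 nM final) supplies unstable 1,3-BPG in-well.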
# POLH inh: blocks human DNA polymerase eta activity | recombinant Pol eta, fluorescent DNA replication assay | Potency, µM (titrated, usually from 114 µM), for the others: at the top dose activity change, negative = inhibition, hits mostly inhibitors | 1.2% of 390,000 active; further: potency means the concentration at half of the fitted maximal effect; on the % scale 0 is the no-effect control and ±100 the full control effect
# Target sequence (Q9Y253 whole entry, looked up): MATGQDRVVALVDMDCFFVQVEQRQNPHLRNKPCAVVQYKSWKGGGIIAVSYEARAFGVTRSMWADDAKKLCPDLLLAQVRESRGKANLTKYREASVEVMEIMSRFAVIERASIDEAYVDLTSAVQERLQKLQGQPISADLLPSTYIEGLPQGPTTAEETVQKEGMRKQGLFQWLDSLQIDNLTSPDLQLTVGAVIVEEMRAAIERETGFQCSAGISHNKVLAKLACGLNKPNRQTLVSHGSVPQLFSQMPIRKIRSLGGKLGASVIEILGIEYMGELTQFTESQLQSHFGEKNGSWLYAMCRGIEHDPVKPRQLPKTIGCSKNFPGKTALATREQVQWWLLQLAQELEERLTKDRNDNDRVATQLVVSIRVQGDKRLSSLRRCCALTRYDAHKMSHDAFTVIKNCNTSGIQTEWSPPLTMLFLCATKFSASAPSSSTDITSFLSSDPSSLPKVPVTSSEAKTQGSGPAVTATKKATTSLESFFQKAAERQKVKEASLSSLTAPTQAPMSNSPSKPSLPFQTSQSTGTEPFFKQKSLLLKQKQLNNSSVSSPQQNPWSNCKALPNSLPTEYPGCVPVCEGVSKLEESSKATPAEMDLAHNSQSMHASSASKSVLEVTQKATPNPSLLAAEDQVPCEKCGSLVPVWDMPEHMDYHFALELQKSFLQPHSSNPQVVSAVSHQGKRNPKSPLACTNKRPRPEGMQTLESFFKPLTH
#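 Pol eta (10 nM) was preincubated with compounds for 15 min at room temperature, after which fluorescent replication substrate (50 nM final) was added to start the reaction. Fluorescence was read kinetically at 0 and 10 min.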
# GLS inhibitor: inhibitors of human glutaminase (GLS); O94925; GLS enzymatic activity, qHTS titration; Potency, µM (doses to about 45.5 µM), without a hit: top-dose activity change, negative = inhibition, usual class: inhibitors; 0.21% of 410,000 active; AID 624170; further: potency means the concentration at half of the fitted maximal effect; on the % scale 0 is the no-effect control and ±100 the full control effect
#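 Two-point fluorescence kinetic (t0, 30 min RT) for hKGA; glutamate detected via glutamate oxidase–HRP–Amplex Red. Substrate: 1 mM L-glutamine solution; buffer 45 mM KH2PO4, pH 8.2.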
# Pin1 inhibitor: blocks the human prolyl isomerase Pin1; Potency, µM (series often up to 115 µM), for inactives: at the top dose activity, negative = inhibition, actives largely listed as inhibitors; 0.009% of 390,000 active; AID 504891; Pin1 FP peptide displacement, HiFluor488, 10 min; active means well fitted inhibition curve with a large enough effect in the polarisation, with a control signal flat, not every such curve was filed as active; inconclusive means small, poorly fitted or top-dose-only effect, or effect the other way, or a change in a side signal; inactive means no such curve, though single readings can be large or run the other way; the % refers to the polarisation; further: potency means the concentration at half of the fitted maximal effect; on the % scale 0 is the no-effect control and ±100 the full control effect
# Target sequence (Q13526 whole entry, looked up): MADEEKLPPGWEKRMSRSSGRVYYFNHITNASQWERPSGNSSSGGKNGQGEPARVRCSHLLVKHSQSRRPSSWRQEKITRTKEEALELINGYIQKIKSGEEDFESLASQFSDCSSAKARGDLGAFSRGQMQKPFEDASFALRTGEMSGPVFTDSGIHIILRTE
# BAZ2B block: inhibitors of human BAZ2B bromodomain; Q9UIF8; AlphaScreen BAZ2B-H3K14Ac peptide displacement; Potency, µM (titrated, usually from 114 µM), without a hit: at the highest dose activity change, negative = inhibition, most hits filed as inhibitors; 4.4% of 360,000 active; further: potency means the concentration at half of the fitted maximal effect; on the % scale 0 is the no-effect control and ±100 the full control effect; nearly all actives have a fitted effect of over 60% in size
#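 Complex of BAZ2B and biotin-H3K14Ac (50 nM apiece) forms over 30 min at RT, then faces library compounds up to 110 uM for another 30 min; AlphaScreen beads added, 20 min dark incubation, luminescence read.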
# PI4K2A block: PI4K2A (human) kinase inhibition; activity change, negative = inhibition, % at 76.9 µM; Q9BTU6; 0.13% of 420,000 active; AID 1346378; purified PI4K2A, ADP-Glo luminescence, 1 h; hits give low values; in the data active means activity change below about -50%; inconclusive means mostly about -30% to -49%;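 further: -100% = wells without enzyme as full effect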
#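 In this quantitative HTS, ADP production by PI4K2A was quantified luminescently after 1 h at ambient temperature; 100 microM adenosine served as plate-quality control.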
# JMJD2A Tudor inh: JMJD2A Tudor domain (human) inhibition; AlphaScreen JMJD2A-Tudor / H3K4me3 peptide binding; Potency, µM (series often up to 114 µM), for the others: at the highest dose activity change, negative = inhibition, usual class: inhibitors; 4.4% of 390,000 active; AID 504339; further: potency means the concentration at half of the fitted maximal effect; on the % scale 0 is the no-effect control and ±100 the full control effect; nearly all actives have a fitted effect of over 50% in size
# HP1b binding inh: blocks HP1-beta chromodomain binding to methylated histone tails; P83916; AlphaScreen HP1-beta / biotin-H3K9me3 peptide binding; Potency, µM (series often up to 114 µM), for the others: top-dose activity change, negative = inhibition, hits mostly inhibitors; 0.56% of 390,000 active; further: potency means the concentration at half of the fitted maximal effect; nearly all actives have a fitted effect of over 70% in size; inactives centre near 23
# Target sequence (P83916 whole entry, looked up): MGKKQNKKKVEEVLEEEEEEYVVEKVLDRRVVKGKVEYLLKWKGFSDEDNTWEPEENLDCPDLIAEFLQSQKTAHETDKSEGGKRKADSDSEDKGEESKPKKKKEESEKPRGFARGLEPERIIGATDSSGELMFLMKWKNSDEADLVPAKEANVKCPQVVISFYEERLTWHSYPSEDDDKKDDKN
#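 Compound inhibition of the preformed complex between 50 nM HP1-beta and 50 nM biotinylated H3K9me3 peptide was read by AlphaScreen. Buffer was PBS pH 7.4 with 0.01% Tween-20. Incubations ran 30 min at room temperature, with 10 ug/mL donor/acceptor beads.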
# G9a inh: G9a (human) methyltransferase inhibition | Q96KQ7 | 8.8% of 350,000 active | G9a H3K9 monomethylation, AlphaScreen, 2 h | Potency, µM (highest dose often 102 µM), without a hit: at the highest dose activity, negative = inhibition, actives largely listed as inhibitors; further: potency means the concentration at half of the fitted maximal effect; on the % scale 0 is the no-effect control and ±100 the full control effect; nearly all actives have a fitted effect of over 75% in size
#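 Signal arises when biotinylated H3K9 peptide, once monomethylated, bridges streptavidin donor and antibody-captured acceptor beads. Enzyme at 20 nM was preincubated 15 min with test compounds; peptide 500 nM and SAM 20 uM then reacted for 2 h.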
# * = called active by the depositor; i = inactive; u = inconclusive; x = no result given; [ ] = dose if it differs, or a comment. Unless noted, the call rests on the fitted dose curve; in most records, active means well fitted curve in the direction sought with a large enough effect; inconclusive means small, poorly fitted or top-dose-only effect, or another doubt; inactive means no such curve, though single readings can be large; an effect the other way counts as inactive or inconclusive.
SMILES,PGK inhibitor,POLH inh,GLS inhibitor,Pin1 inhibitor,BAZ2B block,PI4K2A block,JMJD2A Tudor inh,HP1b binding inh,G9a inh
CC(=O)Nc1sc2c(c1C#N)CCC(C)C2 (stereo not given),-3.8%,-8.0%,1.4%,-10.1%,-26.8%,-2.4,-24.7%,10.3%,15.6%
Cn1sc(NC(=O)c2ccccc2)nc1=O,-11.1%,-12.6%,6.0%,2.6%,-2.0%,-1.6,-2.7%,39.3%[activator],x
CN(C)S(=O)(=O)n1cnc([C@@H]2[C@@H]3C(=O)OC[C@@H]3C[C@]23N=CN(Cc2ccccc2)C3=O)c1,-3.7%,-16.3%,-1.6%,0.8%,-1.6%,-0.5,-2.9%,60.6%[activator],-28.6%[0.501 µM]
Cc1ccnc(N=O)c1,i,-15.0%,1.2%,-12.4%,x,-6.3,20µM*,u,x
Cc1ccsc1C=C1C(=O)c2ccccc2C1=O,-8.6%,-8.8%,-4.6%,0.6%,u,u,u,-7.1%,28.2µM*
Cc1cc(C)cc(Oc2nc(C(F)(F)F)nc3ccccc23)c1,-1.2%,-24.3%,0.2%,-6.6%,88.7%[activator],2.0,83.4%[activator],129.4%,142.7%[activator][59 µM]
CCOC(=O)c1c(NC2=NS(=O)(=O)c3ccccc32)sc2c1CCCCC2,1.3%,-15.1%,10.5%,15.7%,5.4%,-0.9,-1.0%,43.4%[activator],u
O=C(O)c1ccc(-n2c(-c3cc(-c4ccco4)[nH]n3)n[nH]c2=S)cc1,u,10µM*,u,u,44.7µM*,1.0,20µM*,11.8%,3.6%[0.501 µM]
COc1ccc(/C=N/NC(=O)c2csc(-n3nc(C)cc3C(F)(F)F)n2)cc1,4.8%,u,-0.5%,2.0%,4.3%,3.9,-25.2%,25.3%,8.4%[12.7 µM]
NS(=O)(=O)c1ccc(NC(=O)/C(=C/c2ccncc2)NC(=O)c2ccccc2)cc1,-1.2%,-7.5%,0.8%,1.1%,4.9%,3.0,0.0%,34.0%,20.8%
COc1ccc(-c2oc3ncnc(NCCN4CCOCC4)c3c2-c2ccc(OC)cc2)cc1,0.0%,-11.9%,-9.3%,5.4%,3.3%,5.5,-18.6%,-4.3%,31.3%[59 µM]
CCOc1ccc(NS(=O)(=O)c2cc(OCC(N)=O)c(C)cc2Cl)cc1,-9.8%,-12.4%,8.0%,1.9%,u,-1.4,-1.1%,10.1%,-0.5%[59 µM]
CN(CC(=O)Nc1ccc(S(=O)(=O)N2CCCC2)cc1)CC(=O)Nc1cccc(F)c1,-6.8%,-15.6%,-2.8%,-6.7%,-16.7%,-4.5,-10.3%,19.8%,u
O=C(Nc1cccc(NC(=O)c2ccccc2Cl)c1)c1cccs1,i,-4.7%,4.4%,0.6%,-8.0%,1.8,-27.0%,21.4%,7.5%
CCN1CCc2c(sc(NC(=O)c3ccc(S(=O)(=O)N(CCOC)CCOC)cc3)c2C(N)=O)C1,-1.0%,-13.0%,9.2%,8.1%,1.1%,-4.4,-15.6%,33.4%,-23.9%[59 µM]
Cc1cccc(OCC(=O)Nc2cccc(C(=O)OCc3cc(=O)n4nc(C(C)C)sc4n3)c2)c1,1.3%,-11.0%,-8.1%,6.6%,3.4%,6.7,-15.9%,6.3%,14.5%[59 µM]
O=C(C(c1ccccc1)c1ccccc1)N1CCN(Cc2ccccn2)CC1,-7.2%,-7.9%,6.5%,1.0%,56.2µM*,11.0,3.98µM*,u,u
COc1ccc(N2CCN(C(=O)c3cnn(-c4ccc(F)cc4)c3-n3cccc3)CC2)cc1,-7.0%,-13.7%,1.2%,0.1%,-28.5%,-1.5,-33.4%,7.7%,u
COc1cc(/C=N\NC(=O)CC(=O)NCCc2ccccc2)ccc1O,i,-21.6%,-15.2%,-1.1%,0.2%,0.7,4.8%,53.6%[activator],-31.5%
COc1ccc(S(=O)(=O)N2CCCCC2)cc1NC(=O)c1cc(C)on1,8.6%,-7.0%,3.3%,6.3%,x,-1.0,-10.3%,27.1%,3.7%
CC(C)OCC(O)CN (stereo not given),-2.1%,10.4%,3.6%,0.2%,x,-2.2,-7.6%,22.5%,-17.5%[59 µM]
O=C(COc1cccc(Br)c1)Nc1ccc(Cl)c(S(=O)(=O)N2CCOCC2)c1,i,-6.8%,-3.6%,21.3%,x,0.8,0.7%,5.8%[57 µM],x
C/C(=N\NC(=O)C(=O)Nc1cccc(Cl)c1)c1ccncc1,0.5%,-11.4%,6.4%,5.9%,-5.5%,2.5,-12.8%,25.8%,1.8%[59 µM]
COc1ccc(C2CC(c3ccccc3)=NN2C(=O)COC(=O)c2ccc(Cl)nc2)cc1 (stereo not given),-0.3%,3.5%,8.9%,u,8.4%,1.0,-31.1%,11.3%,u
CCOC(=O)c1ccc2nc3c(cc2c1)CCS3,-4.7%,-6.6%,4.3%,2.0%,-5.5%,-1.8,0.7%,66.8%[activator],10.4%
O=C(NOCc1ccccc1)c1ccccc1,i,-11.1%,20.2%,-1.1%,9.8%,0.2,-13.6%,45.8%[activator],-6.3%[2.33 µM]
CSc1ccc(CCNC(=O)CCc2nnc3ccc(N4CCC5(CC4)OCCO5)nn23)cc1,-1.5%,15.1%,3.5%,8.0%,-7.5%[57.1 µM],5.5,-24.4%,17.8%,46.6%
O=C(O)C(Cc1ccc(O)cc1)N1C(=O)c2ccccc2C1=O (stereo not given),i,2.9%,24.4%,0.6%,2.0%,-2.0,-4.3%,36.7%[activator],22.2%
CCOc1ccc(CNC(=O)c2cc(=O)[nH]c3ccc(S(=O)(=O)N4CCCC4)cc23)cc1,-0.6%,-4.6%,3.6%,7.2%,-0.9%,-2.7,-8.9%,19.7%,-4.4%[59 µM]
Cc1occc1C(=O)N1CCN(c2ccc(Cl)c(Cl)c2)CC1,-4.1%,-1.8%,-3.5%,10.8%,-10.8%,-3.7,-31.0%,-10.6%,-2.5%[59 µM]
COC(=O)c1ccccc1CSc1nsc(/C=C/N(C)C)c1C#N,-7.5%,u,-3.4%,u,44.7µM*,2.3,50.1µM*,u,-0.3%[2.33 µM]
O=C(C1=C(O)C(=O)N(CCc2ccccc2)C1c1cccs1)c1ccco1 (stereo not given),8.6%,-6.1%,15.6%,2.9%,u,3.5,-18.6%,5.9%,50.1µM*
Cc1cc(C)nc(NC(=O)Cc2cccs2)n1,-2.2%,-6.0%,-0.8%,-2.8%,-19.4%,0.0,-15.6%,24.9%,12.9%[2.33 µM]
CCOC(=O)c1cnc2ccc(Cl)cc2c1NCCN(C)C,6.2%,-15.0%,8.1%,-2.3%,-15.3%,1.3,3.4%,13.1%,u
O=C(NC1CCCCC1)c1ccccc1NC(=S)NC(=O)C1CCC1,6.9%,-15.4%,6.1%,-2.2%,u,-0.3,-16.3%,20.8%,-41.2%
O=C(O)CCN1CC2([N+](=O)[O-])CC=C(OCCO)C([N+](=O)[O-])(C1)C2 (stereo not given),-2.3%,-6.1%,6.3%,-11.5%,x,-2.6,-9.6%,-8.6%,-39.2%
COc1cc(C(=O)NCc2cccs2)ccc1OCc1c(C)noc1C,-5.7%,-4.0%,3.4%,-0.8%,x,-3.8,-16.2%,20.9%,x
Nn1cc(-c2ccccc2)nc1SCC(=O)N1CCN(S(=O)(=O)c2ccc(Cl)cc2)CC1,-0.2%,0.5%,22.6%,-0.2%,-38.8%,0.5,-22.7%,-16.2%,-13.1%
COc1ccc(C)cc1NC(=O)Cn1c(=O)nc(-c2ccccc2F)c2cc(Cl)ccc21,-9.2%,-11.8%,2.1%,4.3%,-16.0%,8.2,-14.6%,-4.2%,1.3%[59 µM]
COCCn1c(SCc2c(F)cccc2Cl)nc2c1c(=O)[nH]c(=O)n2C,-2.5%,4.2%,-6.0%,2.3%,2.9%,3.7,-24.3%,-23.4%,u
c1ccc(CN2CCC(N3CCN(Cc4ccc5c(c4)OCO5)CC3)CC2)cc1,i,-19.6%,-14.2%,-4.1%,0.8%,-4.0,-2.5%,9.7%,-8.9%[59 µM]
CCN(CC(=O)NC(c1ccccc1)c1ccccc1)Cc1nc2ccccc2c(=O)[nH]1,2.2%,-15.4%,4.3%,15.2%,-10.4%,10.8,-30.3%,20.4%,8.2%[12.7 µM]
CCCc1cc(=O)oc2cc(C)cc(OCC(=O)Nc3ccc(CN4CCOCC4)cc3)c12,-9.3%,-10.2%,-8.5%,25.6%,-15.5%,-3.0,-25.7%,23.6%,2.8%[0.0925 µM]
COc1ccc(C(=O)/C=C/c2cn(CN3CCN(C)CC3)c3ccccc23)cc1,i,-19.3%,4.8%,54.3%[activator],3.9%,1.8,-33.1%,22.7%,23.0%
O=C(Nc1ccccc1)c1cc2n(n1)C(C(F)(F)F)CC(C1CC1)N2 (stereo not given),-2.6%,-10.1%,5.2%,0.9%,-13.6%,-0.5,14.8%,50.9%[activator],2.1%
CCn1cc(C(=O)N2CCN(c3cccc(C(F)(F)F)c3)CC2)c2cc(OC)c(OC)cc2c1=O,-1.7%,-15.2%,0.7%,0.6%,4.3%,0.5,-33.2%,47.4%[activator],33.6%[59 µM]

# Complete entries from above. Values in the order: PGK inhibitor | POLH inh | GLS inhibitor | Pin1 inhibitor | BAZ2B block | PI4K2A block | JMJD2A Tudor inh | HP1b binding inh | G9a inh
# Shown for O=C(Nc1ccccc1)c1cc2n(n1)C(C(F)(F)F)CC(C1CC1)N2 (stereo not given) : -2.6% | -10.1% | 5.2% | 0.9% | -13.6% | -0.5 | 14.8% | 50.9%[activator] | 2.1%
# Shown for CCn1cc(C(=O)N2CCN(c3cccc(C(F)(F)F)c3)CC2)c2cc(OC)c(OC)cc2c1=O : -1.7% | -15.2% | 0.7% | 0.6% | 4.3% | 0.5 | -33.2% | 47.4%[activator] | 33.6%[59 µM]

# This is a subset; count on the stated rates, not on these rows.
